BRCA1 expr up: qHTS Assay to Identify Small Molecule Activators of BRCA1 Expression. 380,000 tested, 1.1% active. MCF7-BRCA1-FFLuc reporter, luminescence, 48 h; response scale: scaled: vehicle 0%, 10 µM genistein 100%. AID 624202, 2012. Potency, µM (series often up to 46.1 µM), for inactives: at the top dose activation, actives largely listed as activators; also: nearly all actives have a fitted effect of over 80% in size; some results filed as inactive show a strong effect at the top dose
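First, MCF7-BRCA1-FFLuc cells (2000/well) attach for 2 h; next, compounds are pin-added and incubated 48 h at 37 °C; finally, luciferase reagent is added and luminescence read after 15 min.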
VP16 counter: VP16 counterscreen qHTS for inhibitors of ROR gamma transcriptional activity | Drosophila S2 Gal4-VP16 UAS-luciferase, luminescence, 20 h | Potency, µM (highest dose often 53.6 µM), for the others: at the highest dose activity, negative = inhibition, most hits filed as inhibitors | 310,000 tested, 3.5% active | AID 2546, 2010;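 also: Gal4-VP16 expression switched on by copper sulfate through the metallothionein promoter; % is scaled to controls: 0 for no effect and ±100 for the full control effect; nearly all actives have a fitted effect of over 50% in size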
p53 reactivation: qHTS assay for re-activators of p53 using a Luc reporter; H1299 p53-A138V BP100-luciferase reporter, luminescence, 24 h; Potency, µM (series often up to 92.2 µM), inactives show at the top dose activity change, positive = activation, most hits filed as activators; 320,000 tested, 0.063% active; AID 504706, 2011; also: % of control where 0% means no effect; nearly all actives have a fitted effect of over 45% in size
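p53-null H1299 cells stably carrying temperature-sensitive p53-A138V and a BP100-luciferase reporter were pinned with compounds (4-point, 1:5 series) and held 24 hrs at 37 deg C. Luminescence was read 10 min after detection reagent.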
MBNL1-CUG inh: qHTS Assay for Inhibitors of MBNL1-poly(CUG) RNA binding; Muscleblind-like protein 1 (Homo sapiens), Q9NR56; TR-FRET MBNL1-His/biotin-(CUG)12 binding, 665/545 ratio; Potency, µM (doses to about 57.5 µM), for the others: top-dose activity change, negative = inhibition, hits mostly inhibitors; 280,000 tested, 0.036% active; AID 2675, 2010; active = well fitted inhibition curve with a large enough effect in the signal ratio, with a control signal flat, not every such curve was filed as active; inconclusive = small, poorly fitted or top-dose-only effect, or effect the other way, or a change in a side signal; inactive = no such curve, though single readings can be large or run the other way; the % refers to the signal ratio; also: % is scaled to controls: 0 for no effect and ±100 for the full control effect
Target sequence (Q9NR56 whole entry, looked up): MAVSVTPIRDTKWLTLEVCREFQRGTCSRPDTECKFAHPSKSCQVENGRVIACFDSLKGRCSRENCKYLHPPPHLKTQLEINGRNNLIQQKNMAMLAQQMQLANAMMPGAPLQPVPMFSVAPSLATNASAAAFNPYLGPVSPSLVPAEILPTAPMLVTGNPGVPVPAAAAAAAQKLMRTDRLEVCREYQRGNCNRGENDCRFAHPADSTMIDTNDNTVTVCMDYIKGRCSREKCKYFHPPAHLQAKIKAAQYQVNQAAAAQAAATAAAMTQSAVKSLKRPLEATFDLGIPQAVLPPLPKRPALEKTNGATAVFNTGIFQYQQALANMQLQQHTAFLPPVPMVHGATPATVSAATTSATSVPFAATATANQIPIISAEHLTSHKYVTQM
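MBNL1-His + Biotin-(CUG)12, cpd titration 92 nM–58 uM; Tb anti-His Ab 0.055 ng/ul, SA-XL665 5 nM (final); 60 min RT; ratiometric 665/545 nm, Ex 340 nm; normalized to buffer and full-complex controls.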
RORgamma inh: qHTS for inhibitors of ROR gamma transcriptional activity. Nuclear receptor ROR-gamma (Mus musculus), P51450. Drosophila S2 Gal4-RORgamma UAS-luciferase reporter, 20 h. Potency, µM (titrated, usually from 53.6 µM), inactives show top-dose activity change, negative = inhibition, hits mostly inhibitors. 310,000 tested, 5.4% active. AID 2551, 2010; also: % is scaled to controls: 0 for no effect and ±100 for the full control effect; nearly all actives have a fitted effect of over 60% in size
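ROR gamma transcriptional activity was tracked as Gal4-UAS luciferase output in stably transfected Drosophila Schneider cells, with compound added 1 hr before 700 uM copper sulfate induction and a 20 hr ambient-temperature incubation.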
ELG1 genotox: qHTS screen for small molecules that induce genotoxicity in human embryonic kidney (HEK293T) cells expressing luciferase-tagged ELG1; 330,000 tested, 1.3% active; HEK293T ELG1-luciferase reporter, luminescence, 16 h; AID 504466, 2011; Potency, µM (series often up to 46 µM), inactives show at the top dose activity change, positive = activation, hits mostly activators; also: % of control where 0% means no effect; nearly all actives have a fitted effect of over 60% in size
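16 hr compound incubation (37 °C, 5% CO2) of HEK293T cells carrying luciferase-tagged ELG1; luciferase then measured by ONE-Glo luminescence after 30 min at RT.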
Rab9 promoter act: qHTS Assay for Rab9 Promoter Activators; Huh7 Rab9 promoter-luciferase reporter, luminescence, 24 h; Potency, µM (top dose mostly 9.22 µM), for the others: at the top dose activation, negative = inhibition, usual class: activators; 320,000 tested, 2.8% active; AID 485297, 2010; also: % of control where 0% means no effect; nearly all actives have a fitted effect of over 60% in size
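Rab9 promoter-driven luciferase in stably transfected Huh7 cells; 1500 cells/well rested 2 h, exposed to compound in DMSO for 24 h at 37 °C, 5% CO2. Luminescence read 10 min after adding luciferase reagent at ambient temperature.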
FLuc modulator: qHTS profiling assay for firefly luciferase inhibitor/activator using purifed enzyme and Km concentrations of substrates (counterscreen for miR-21 project); Luciferin 4-monooxygenase (Photinus pyralis), P08659; purified FLuc, Km substrates, luminescence inhibition; Potency, µM (titrated, usually from 57.5 µM), for the others: at the top dose activity change, negative = inhibition, actives largely listed as inhibitors; 360,000 tested, 6.9% active; AID 588342, 2011;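 also: plate controls were vehicle for no effect and reference inhibitor for full effect; nearly all actives have a fitted effect of over 55% in size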
Target sequence (P08659 whole entry, looked up): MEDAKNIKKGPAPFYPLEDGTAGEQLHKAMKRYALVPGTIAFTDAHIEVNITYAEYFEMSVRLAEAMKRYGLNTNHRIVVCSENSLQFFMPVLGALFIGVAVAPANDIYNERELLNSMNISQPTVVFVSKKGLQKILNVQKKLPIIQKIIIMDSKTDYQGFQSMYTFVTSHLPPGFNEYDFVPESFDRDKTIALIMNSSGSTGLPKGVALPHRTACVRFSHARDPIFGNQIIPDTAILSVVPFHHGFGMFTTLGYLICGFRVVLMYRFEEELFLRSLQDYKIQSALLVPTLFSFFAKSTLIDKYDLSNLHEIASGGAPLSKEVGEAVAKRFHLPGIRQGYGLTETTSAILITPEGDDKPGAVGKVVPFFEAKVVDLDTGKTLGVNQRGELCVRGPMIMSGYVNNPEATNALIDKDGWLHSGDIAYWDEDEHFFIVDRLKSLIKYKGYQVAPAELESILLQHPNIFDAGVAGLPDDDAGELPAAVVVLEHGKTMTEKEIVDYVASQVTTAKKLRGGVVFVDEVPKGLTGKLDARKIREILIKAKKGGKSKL
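Purified P. pyralis luciferase (10nM final) with 10uM D-luciferin and 10uM ATP (Km levels) in 50mM Tris acetate pH 7.5, 10mM Mg acetate, 0.01% Tween-20, 0.05% BSA; qHTS 6-point titration, ~60 µM downward; luminescence read.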
uPA generation: qHTS for Inhibitors of Cell Surface uPA Generation; Potency, µM (doses to about 38.3 µM), for the others: at the top dose activity change, negative = inhibition, most hits filed as inhibitors; 330,000 tested, 0.31% active; cell surface uPA generation assay, qHTS; active = well fitted inhibition curve with a large enough effect; inconclusive = small, poorly fitted or top-dose-only effect; inactive = no such curve, though single readings can be large or run the other way; tested in mouse RAW 264.7 cells; also: % is scaled to controls: 0 for no effect and ±100 for the full control effect; nearly all actives have a fitted effect of over 55% in size
NPC1 promoter act: qHTS Assay for NPC1 Promoter Activators; Huh7 NPC1 promoter luciferase reporter, 24 h; Potency, µM (titrated, usually from 9.22 µM), for inactives: at the top dose activation, most hits filed as activators; 320,000 tested, 2.4% active; AID 485313, 2010;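 also: % of control where 0% means no effect; nearly all actives have a fitted effect of over 60% in size; reporter is driven by a mutant NPC1 promoter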
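Readout is luciferase luminescence, reflecting NPC1 promoter activation in stably transfected Huh7 cells after 24 h compound exposure at 37 °C in reduced-serum medium with 10% FBS.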
Starred values were filed as active, the others as inactive; ? = inconclusive; nt = no result given; [ ] = another dose, or the depositor's remark. Unless noted, calls follow the shape of the dose curve; as a rule, active = well fitted curve in the direction sought with a large enough effect; inconclusive = small, poorly fitted or top-dose-only effect, or another doubt; inactive = no such curve, though single readings can be large; an effect the other way counts as inactive or inconclusive. Potency is read from the fitted curve at half-maximal effect.

Below each compound – BRCA1 expr up, VP16 counter, p53 reactivation, MBNL1-CUG inh, RORgamma inh, ELG1 genotox, Rab9 promoter act, FLuc modulator, uPA generation, NPC1 promoter act
1. COc1ccc(C(CNC(=O)CNC(=O)c2cc(OC)c(OC)c(OC)c2)N2CCOCC2)cc1 (stereo not drawn)
→ 0%, nt, 3%, nt, nt, 1%, -2%, 3%, 1%, 6%
2. CC1CCCN(S(=O)(=O)c2cccc(C(=O)OCC(=O)N(C)Cc3c(F)cccc3Cl)c2)C1 (stereo not drawn)
→ -3%, nt, -3%, nt, nt, 0%, nt, nt, -1%, nt
3. O=C(N/C(=C/c1cccnc1)C(=O)N1CCOCC1)c1ccccc1Br
→ -1%, 3%, 4%, 0%, 0%, -2%, 0%, 4%, 10%, 0%
4. CCCN(CCC)C(=O)CC(c1ccccc1)c1ccco1 (stereo not drawn)
→ 2%, 1%, -1%, -10%, 14%, -4%, -6%, -1%, 2%, -1%
5. Cc1sc2ncn(CC(=O)OC(C)C(=O)NC(C)(C)C)c(=O)c2c1C (stereo not drawn)
→ -10%, 5%, 2%, -15%, 33%, -9%, -3%, 0%, 0%, -1%
6. O=S(=O)(NC1CCCCCC1)c1cccc(Cl)c1
→ -19%, nt, 3%, nt, nt, -1%, nt, nt, 2%, nt
7. CCSc1nc2ccccc2c(=O)n1OCC(=O)OC
→ -1%, 6%, 4%, -1%, 20%, 0%, 1%, 3%, 1%, 2%
8. CC(C)CN1CCN(Cc2cccc3cccnc23)CC1CCO (stereo not drawn)
→ 3%, -2%, 2%, 6%, 13%, -3%, 12%, 2%, -5%, 1%
9. C/C(=C\c1ccc(C(=O)O)cc1)c1ccc2c(c1)C(C)(C)CCC2(C)C
→ -17%, ?, 2%, nt, ?, ?, ?, ?, 20%, ?
10. N#Cc1ccc(-c2ccc(OCC(=O)NN=Cc3ccncc3)cc2)cc1
→ -10%, nt, -5%, nt, nt, -1%, nt, nt, 2%, nt
11. COCc1cc(C)nc(N2CCN(Cc3ccccc3)CC2)c1C#N
→ -13%, -6%, -3%, -19%, ?, -9%, 5%, -2%, 6%, 11%
12. COc1ccc(C(=O)N/C(=C\c2ccco2)C(=O)OCc2ccco2)cc1
→ 15%, 24%, ?, 14%, 44%, 10%, 7%, ?, -18%, 5%
13. CCCC1=NN(C(=O)Cc2ccc(OC)cc2)C(O)(C(F)(F)F)C1 (stereo not drawn)
→ -5%, ?, -3%, 7%, 13µM*, 0%, 1%, 0%, 36%[activator], -1%
14. CC(C)(C)c1ccc(C(=O)C2CCCN(C(=O)C3CCOCC3)C2)cc1 (stereo not drawn)
→ 0%, 8%, 2%, 5%, -8%, -6%, -1%, -3%, 0%, -3%
15. O=C(CSc1ncnc2c1cnn2-c1ccccc1)Nc1ccccc1
→ 3%, ?, 11%, 5%, 1%, 15%, -1%, 1%, 14%, -2%
16. COc1cccc(CN(C)C(=O)c2cc(COc3ccc4ncccc4c3)on2)c1
→ -39%, 6.3µM*, -5%, 25%, ?, -12%, -56%[inhibitor], -14%, -8%, -27%
17. COc1cc2c(cc1OC)/C(=C/c1ccc(Cl)cc1)C(=O)OC2
→ -46%, 5%, -1%, 9%, -1%, 3%, -5%, 4%, -6%, -5%
18. CCCCS(=O)(=O)/C=C\C1C2C=CC(C2)C1S(=O)(=O)CCCC (stereo not drawn)
→ 8%, 1%, -3%, 8%, 3%, -7%, 2%, 3%, 0%, -6%
19. Cc1ccc(S(=O)(=O)C(C#N)c2nc3ccccc3nc2N2CC(C)OC(C)C2)cc1C (stereo not drawn)
→ -98%[inhibitor], -22%, -4%, 9%, ?, -16%, -2%, 1%, 0%, -1%
20. COc1cc2nc(Cl)nc(N3CCN(C)CC3)c2cc1OC
→ nt, -2%, -4%, 1%, -9%, 9%, -1%, -2%, nt, -2%
21. COc1cccc(NC(=S)NCc2cccs2)c1
→ 75%, ?, 24%, -13%, 10µM*, 6%, 1%, ?, -8%, 0%
22. COc1ccc(C(=O)NC(=S)Nc2ccc([N+](=O)[O-])cc2C)cc1OC
→ -28%, ?, -3%, 8%, 16µM*, -2%, 0%, 6%, nt, -2%
23. Cc1ccc(C(=O)N2CCN(c3ncccn3)CC2)cc1NC1=NC2CS(=O)(=O)CC2S1 (stereo not drawn)
→ 17%, -2%, 9%, -2%, -2%, 5%, 0%, 1%, 7%, -1%
24. CCCCn1c(N)c(N(CC(C)C)C(=O)C2CCN(C(=O)c3ccc(F)cc3)CC2)c(=O)[nH]c1=O
→ 3%, -5%, 4%, -3%, -9%, -1%, -6%, 1%, 6%, 1%
25. CN(CCCNC(=O)COc1cc(=O)n(C)c2ccccc12)Cc1ccccc1
→ -1%[1.84 µM], 1%, -9%, 4%, -26%, 9%, -6%, 3%, -4%, 0%
26. CCN1CCc2c(sc(NC(=O)c3ccc(S(=O)(=O)N4CC(C)OC(C)C4)cc3)c2C(N)=O)C1 (stereo not drawn)
→ 0%, -26%, 0%, 15%, -10%, -1%[9.26 µM], -1%, 1%, -10%, -3%
27. CCOc1ccccc1NC(=O)c1c(NC(=O)CCC(=O)O)sc2c1CCCCC2
→ -23%, ?, 0%, 16%, 10µM*, -3%, -8%, ?, -10%, 1%
28. CCOC(=O)C1CCN(C(=O)CCc2c(C)nc3ncnn3c2C)CC1
→ 16%, -6%, 1%, -6%, -3%, -4%, 1%, 0%, 5%, -2%
29. CCOc1ccccc1NC(=O)CC1(CC(=O)N2CCOCC2)CCCC1
→ -3%, nt, 2%, nt, nt, 0%, 0%, -1%, -2%, 1%
30. Cc1ccc(CNS(=O)(=O)N(C)C)cc1
→ 2%, 9%, 0%, -3%, 20%, -1%, -4%, 1%, 0%, -1%
31. Cc1cc2ncc(C(=O)Nc3ccsc3C(=O)O)c(C)n2n1
→ 14%, -20%, 1%, nt, -11%, ?, ?, 12µM*, 1%, ?
32. COc1cc(C(=O)NNC(=O)c2cc(C)[nH]n2)cc(OC)c1OC
→ -19%, 2%, 0%, -3%, -1%, -2%, 0%, 1%, -4%, -2%
33. CCC(c1nnnn1C(C)(C)C)N1CCN(c2cc(Cl)ccc2C)CC1 (stereo not drawn)
→ -41%, 4%, 24%, -10%, 25%, -9%, 5%, 2%, 14%, -8%
34. NC(=O)CC(NC(=O)c1cccc(Br)c1)c1ccc(N2CCCCCC2)c([N+](=O)[O-])c1 (stereo not drawn)
→ -14%, ?, 0%, 15%, 14%, -2%, -1%, 1%, -7%, -4%
35. CCOc1ccc(CNC(=O)CCC(=O)n2ncc3ccc(Cl)cc32)cc1
→ -14%, -11%, 11%, 10%, 17%, 5%, 0%, 3%, -3%, 2%
36. C=CCNC(=O)C(=O)NCC1CCCN1S(=O)(=O)c1cccs1 (stereo not drawn)
→ -3%, nt, 5%, nt, nt, -2%, -2%, 0%, 3%, 0%
37. Cc1ccc(NCc2nnc(SCC(=O)c3ccccc3)n2Cc2ccco2)c(C)c1
→ 0%, 16%, 4%, -1%, 35%, 3%, -6%, -9%, 0%, -6%
38. O=C(c1ccco1)N1CCN(Cc2ccccc2Br)CC1
→ 16µM*, -4%, 20%, -3%, 19%, 13%, ?, ?, -3%, 28%
39. Cc1ccccc1NC(=O)c1cc(=O)c2ccccc2o1
→ 45%, -13%, 12%, ?, 0%, 2%, 15%, -15%, 0%, 3%
40. CC(C)(C)c1cc(NCCCn2ccnc2)n2ncc(-c3ccc(Cl)cc3)c2n1
→ -18%, 0%, -1%, -11%, ?, -4%, 29%, 27µM*, -3%, 22%
41. Cc1c2cnn(CC(=O)N3CCOCC3)c(=O)c2c(C)n1Cc1ccccc1F
→ -7%, ?, 14%, 2%, -20%, 0%, 0%, 1%, 11%, 0%
42. CCOc1ccc(C(C)NC(=O)c2ccc3c(c2)NC(=O)C(C)S3)cc1OCC (stereo not drawn)
→ -2%, nt, 0%, nt, nt, 0%, 1%, 2%, 0%, 0%
43. COc1ccc(N2C(=O)CNC2=S)cc1
→ 1%, -2%, 8%, -19%, 0%, 1%, -4%, 1%, -14%, 0%
44. Cc1cc(NC(=O)c2cccc(Cl)c2)n[nH]1
→ 4µM*, nt, ?, nt, nt, ?, 2.5µM*, 19µM*, -29%, 2.8µM*
45. COc1cc(/C=N/NC(=O)c2cnccn2)ccc1O
→ -28%, 3%, 1%, ?, 28%, 0%, 5%, -13%, -2%, 5%
46. c1ccc(Cn2cc(CNc3ccccc3)nn2)cc1
→ 54%, 29%, 8%, -4%, 27%, 11%, 24%, -13%, 2%, 18%
47. O=C(COC(=O)c1cccc(Cl)c1Cl)NCc1cccs1
→ 17%, nt, ?, nt, nt, 0%, 1%, ?, 4%, -1%
48. CCn1c(SCC(=O)N(C)CCC#N)nc2cc(S(=O)(=O)N3CCOCC3)ccc21
→ -22%, nt, 2%, nt, nt, 0%, -7%, -2%, -5%, 1%
